Compound activity deposited in PubChem by National Center for Advancing Translational Sciences (NCATS).
ERG Ets-DNA blk: blocks human ERG Ets domain binding to DNA; P11308; fluorescence polarization, His-ERG Ets domain / labelled DNA; Potency, µM (top dose mostly 76.9 µM), for inactives: at the top dose FP activity, negative = inhibition, usual class: inhibitors; actives 0.028% (n = 370,000); active = well fitted inhibition curve with a large enough effect in the polarisation, with a control signal flat; inconclusive = small, poorly fitted or top-dose-only effect, or effect the other way, or a change in a side signal; inactive = no such curve, though single readings can be large or run the other way; the % refers to the polarisation;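 note: polarization taken with two DNA probes labelled with fluorescein and Texas red; potency is the fitted concentration of half-maximal effect; % of control where 0% means no effect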
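His-tagged ERG Ets domain (1 uM in the protein solution; 300mM KCl, 50mM Tris-HCl, 1mM EDTA, 1mM DTT, pH 7.5) received compound, then a probe mix of 5 nM fluorescein-DNA and 100nM Texas-615-DNA. Fluorescence polarization was read for both dyes.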
TRHR agonist: agonists of human TRH receptor. AID 493084. TRHR cells, calcium flux fluo-8, FDSS agonist mode. actives 0.18% (n = 360,000). activation, % at 2 µM; in the data active = activation above about 30%; note: 0% is about no effect
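Read-out: compound-evoked intracellular calcium rise in TRHR cells, fluo-8 dye, kinetic FDSS fluorescence at 1 s/cycle following a 10-cycle baseline. Cells cultured overnight before dye loading (30 min–1.5 h, RT).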
POLI inh: DNA polymerase iota (human) inhibition | Q9UNA4 | Pol iota fluorescent replication assay, 10 min | Potency, µM (series often up to 115 µM), for inactives: top-dose activity, negative = inhibition, actives largely listed as inhibitors | actives 1% (n = 390,000); note: potency is the fitted concentration of half-maximal effect
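Pol iota at 10 nM preincubated 15 min with compounds at room temperature; reaction started with fluorescent substrate, 50 nM final. Fluorescence read kinetically at 0 and 10 min; buffer-only wells as negative control.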
APE1 inh: blocks human APE1 abasic DNA cleavage. P27695. recombinant APE1, TAMRA/BHQ-2 abasic DNA cleavage fluorescence. Potency, µM (highest dose often 65.8 µM), without a hit: top-dose activity change, negative = inhibition, actives largely listed as inhibitors. actives 0.35% (n = 350,000);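 note: potency is the fitted concentration of half-maximal effect; plate controls were vehicle for no effect and reference inhibitor for full effect; nearly all actives have a fitted effect of over 55% in size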
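Step 1: APE1 (0.75 nM) with compound, 15 min RT. Step 2: add 50 nM fluorophore/quencher THF duplex. Step 3: three fluorescence reads 60 s apart (525/598 nm); read 3 minus read 1 = reaction progress.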
Anesthetic bind: candidate novel general anesthetic via apoferritin binding; P02791; apoferritin/1-aminoanthracene competitive binding, fluorescence; Potency, µM (titrated, usually from 77.5 µM), inactives show at the highest dose activity change, negative = displacement, actives largely listed as inhibitors; actives 0.074% (n = 350,000); AID 485281; note: potency is the fitted concentration of half-maximal effect; % is set by controls: 0 for no effect and ±100 for the full control effect; nearly all actives have a fitted effect of over 20% in size
Target sequence (P02791 2-175 limits assumed): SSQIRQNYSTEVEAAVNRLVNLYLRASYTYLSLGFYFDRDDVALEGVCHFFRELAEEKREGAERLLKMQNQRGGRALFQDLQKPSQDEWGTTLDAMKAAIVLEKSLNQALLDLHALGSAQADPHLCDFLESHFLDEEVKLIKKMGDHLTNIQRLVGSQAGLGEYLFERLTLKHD
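Read-out: endpoint 1-AMA fluorescence, excitation 380 nm and emission 535 nm, after compounds sit 10 min at room temperature with 10 uM horse-spleen apoferritin in 50% saturated 1-AMA/PBS. Values come from four-parameter Hill fits.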
POLK inh: blocks human DNA polymerase kappa activity; Q9UBT6; purified Pol kappa, fluorescent DNA synthesis assay, 10 min; Potency, µM (top dose mostly 107 µM), inactives show top-dose activity, negative = inhibition, actives largely listed as inhibitors; actives 0.53% (n = 400,000); AID 588579; note: potency is the fitted concentration of half-maximal effect; % is set by controls: 0 for no effect and ±100 for the full control effect
Target sequence (Q9UBT6 whole entry, looked up): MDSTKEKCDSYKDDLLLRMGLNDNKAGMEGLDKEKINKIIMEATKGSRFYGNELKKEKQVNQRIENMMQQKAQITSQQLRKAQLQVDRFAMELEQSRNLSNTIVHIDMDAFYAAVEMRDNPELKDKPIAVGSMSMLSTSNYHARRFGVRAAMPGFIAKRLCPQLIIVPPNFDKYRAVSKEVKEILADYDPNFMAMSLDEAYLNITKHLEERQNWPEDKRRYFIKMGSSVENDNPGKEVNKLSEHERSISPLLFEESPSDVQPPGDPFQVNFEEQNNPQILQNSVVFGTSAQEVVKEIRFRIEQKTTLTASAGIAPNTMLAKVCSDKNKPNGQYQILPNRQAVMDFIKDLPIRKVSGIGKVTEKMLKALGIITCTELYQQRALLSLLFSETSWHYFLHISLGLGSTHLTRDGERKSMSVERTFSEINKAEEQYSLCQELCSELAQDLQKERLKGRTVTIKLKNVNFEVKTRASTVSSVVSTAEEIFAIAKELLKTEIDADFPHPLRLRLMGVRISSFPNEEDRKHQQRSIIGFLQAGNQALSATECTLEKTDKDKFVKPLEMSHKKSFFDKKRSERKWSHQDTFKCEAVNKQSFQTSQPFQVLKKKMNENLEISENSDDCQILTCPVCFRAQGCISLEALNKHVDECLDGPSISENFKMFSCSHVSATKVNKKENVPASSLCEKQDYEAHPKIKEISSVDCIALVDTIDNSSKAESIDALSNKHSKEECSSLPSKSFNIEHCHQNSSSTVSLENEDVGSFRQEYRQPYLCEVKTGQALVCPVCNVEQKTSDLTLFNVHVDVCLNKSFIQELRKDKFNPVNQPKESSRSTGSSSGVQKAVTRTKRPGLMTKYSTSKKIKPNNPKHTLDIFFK
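50 nM final substrate added after 15 min RT preincubation of 10 nM Pol kappa with compound; fluorescence read at 0 and 10 min.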
BLM helicase inh: inhibitors of human Bloom syndrome helicase BLM; actives 0.2% (n = 350,000); P54132; Potency, µM (top dose mostly 56.1 µM), for inactives: top-dose activity change, negative = inhibition, most hits filed as inhibitors; recombinant BLM DNA unwinding, fluorescence dequenching;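 note: potency is the fitted concentration of half-maximal effect; plate controls were vehicle for no effect and no enzyme for full effect; nearly all actives have a fitted effect of over 35% in size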
POLB inh: inhibitors of human DNA polymerase beta; Potency, µM (doses to about 114 µM), inactives show at the highest dose activity change, negative = inhibition, hits mostly inhibitors; AID 485314; P06746; Pol beta primer extension/strand displacement, fluorescence kinetic; actives 1.3% (n = 340,000); note: potency is the fitted concentration of half-maximal effect; % is set by controls: 0 for no effect and ±100 for the full control effect
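Reaction started by 50 nM substrate onto compound-treated Pol beta (10 nM, 15 min preincubation, room temperature); plates read at 0 min and 10 min. Normalized concentration-effect data fitted by four-parameter Hill equation.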
ALOX12 inh: ALOX12 (human) lipoxygenase inhibition; purified 12hLO, xylenol orange hydroperoxide absorbance; AID 1671190; actives 1.1% (n = 580,000); Potency, µM (doses to about 108 µM), for the others: top-dose activity change, negative = inhibition, actives largely listed as inhibitors; P18054; note: potency is the fitted concentration of half-maximal effect; % is set by controls: 0 for no effect and ±100 for the full control effect
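Hydroperoxide product was detected by ferrous iron/xylenol orange as the 573 to 405 nm absorbance ratio. Arachidonic acid at 40 uM (final) was turned over for 30 min at room temperature by 150 nM human 12hLO, pH 7.0 Hepes buffer, after 15 min compound preincubation.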
Active calls of the source: *; ? = inconclusive; / = no result given; & = joins results of further samples; [ ] = another dose, or the depositor's remark. Unless noted, calls come from the whole dose curve; as a rule, active = well fitted curve in the direction sought with a large enough effect; inconclusive = small, poorly fitted or top-dose-only effect, or another doubt; inactive = no such curve, though single readings can be large; an effect the other way counts as inactive or inconclusive. This is a subset; count on the stated rates, not on these rows.

SMILES	ERG Ets-DNA blk	TRHR agonist	POLI inh	APE1 inh	Anesthetic bind	POLK inh	BLM helicase inh	POLB inh	ALOX12 inh
CCOc1ccccc1C(=O)NCCc1cnc[nH]1	-3%	-0.1	11%	12%	0%	0%	1%	1%	-5%
Cc1c(Br)c([N+](=O)[O-])nn1CC(=O)Nc1ccccn1	6%	0.3	1%	6%	-16%	-1%	-5%	1%	-8%
COCCN(C(=S)Nc1ccc(C)cc1)C(C)c1cccnc1 (centres undefined)	-8%	-2.1	0%	1%	2%	-9%	3%	3%	18%
Cc1ccc(C(=O)Nc2ccc3c(c2)OCO3)cc1	0%	-0.5	63%[activator]	-2%	-24%	-10%	-4%	2%	21%
Cc1ccc(NC(=S)c2ccccc2)cc1	1%	-0.4	11%	0%	-16%	0%	-1%	2%	-20%
Nc1cccc(NC(=O)CN2CCOCC2)c1	0%	0.2	87%[activator]	5%	3%	0%	-6%	-17%	14%
O=C(NCCc1ccccc1)c1cc(-c2ccncc2)nc2ccc(S(=O)(=O)N3CCOCC3)cc12	-4%	0.8	1%	54%[activator]	-9%	-2%	-4%	-1%	-27%
CCOC(=O)N1CCN(C(=O)CSc2ccc(-c3cccnc3)nn2)CC1	/	0.2	/	13%	-3%	/	-10%	37%	36%
O=C(COc1ccc(S(=O)(=O)N2CCCC2)cc1[N+](=O)[O-])N1CCCC1	/	-0.1	-1%	0%	/	-22%	/	/	11%
Nc1ccccc1SCc1cn2cccnc2n1	11%	0.0	-11%	-1%	1%	-4%	-2%	-19%	-3%
Cc1[nH]n(-c2ccccc2)c(=O)c1N=Nc1cccc(C(=O)O)c1	-5%	0.6	24%	5%	-17%	-8%	-11%	4%	?
Cc1ccc(C)c(NC(=O)c2cc(=O)c3ccccc3o2)c1	/	-1.1	31%[activator]	-1%	-13%	-6%	-7%	?	10%&-23%
O=c1cc(-c2ccccc2F)oc2ccccc12	2%	-0.2	10%	4%	4%	-2%	-15%	1%	0%
COc1cccc(C2CC(c3ccccc3)Nc3nc(N)nn32)c1 (centres undefined)	7%	-0.7	-13%	-3%	-4%	-12%	-1%	2%	9%[57.4 µM]
O=C(O)c1csc(-c2cccs2)n1	10%	0.1	-29%	1%	-5%	-20%	-2%	8%	?
CCCCCn1c(SCC(=O)OC)nc2c1c(=O)[nH]c(=O)n2C	5%	-0.3	-20%	5%	-8%	-8%	0%	11%	-1%&26%
CCCCC(c1nnnn1CCOC)N1CCN(Cc2ccccc2)CC1 (centres undefined)	5%	-0.1	?	5%	-8%	-4%	6%	16%	?
O=C(Nc1ccccc1N1CCCCC1)c1cccs1	-1%	-0.1	-4%	7%	2%	-10%	-12%	0%	-16%
CC(C)(C)c1ccc(NC(=O)c2ccc(=O)[nH]n2)cc1	3%	-0.5	128%[activator]	4%	-12%	-17%	-5%	2%	1%
COCc1nnc(NC(=O)CCc2ccccc2)s1	-3%	-0.8	8%	-3%	-16%	-2%	-2%	?	-23%
O=C1N(Cc2cccnc2)C[C@@H]2C[C@@H](c3ccccc3C#Cc3ccccc3)N3CCC[C@@]123	2%	0.1	-11%	-1%	-16%	-7%	-3%	-3%	-13%
O=C(COc1ccccc1F)N1c2ccccc2CCc2ccccc21	11%	0.1	22%	5%	-11%	-6%[60.1 µM]	-2%	-19%	-1%
O=C(c1cc2nc(-c3ccco3)cc(C(F)(F)F)n2n1)N1CCN(Cc2ccccc2)CC1	4%	-0.3	-3%	-1%	-6%	-2%	-7%	17%	2%
O=[N+]([O-])c1ccccc1S(=O)(=O)NCc1ccc(F)cc1	8%	-0.4	31%[activator]	-1%	-16%	-8%	-1%	-8%	-2%
CC(NCC(=O)Nc1ccccc1C(=O)NC1CC1)c1ccc(F)cc1F (centres undefined)	0%	0.0	15%	9%	/	-13%	/	/	9%
CCCCOc1ccc(C(=O)NCCc2csc(-c3cccc(F)c3)n2)cc1	-1%	0.8	16%	/	-9%	-17%[60.1 µM]	-9%	-2%	?
CC(C)C(=O)N(Cc1ccccc1)S(=O)(=O)c1ccc2c(c1)oc(=O)n2C	-4%&-1%	2.4&3.1	2%&-7%	28%	-15%&-10%	-3%&-8%	0%&-2%	?	0%&-17%
COc1ccccc1N1C(=N)S/C(=C\c2ccc(-c3ccccc3C(=O)O)o2)C1=O	8%	6.0	20µM*	28µM*	-14%	50µM*	2%	79µM*	-23%
CCOC(=O)CSc1nc(-c2ccc(OC)cc2)ns1	-2%	-0.2	-9%	2%	2%	-14%	2%	3%	?
O=C(Cn1ccn(-c2cccc(Cl)c2)c(=O)c1=O)NCCc1ccccc1	3%	-0.6	9%	/	-1%	-4%	-1%	10%	-18%
CC(C)(C)n1nnnc1C(c1ccc(Cl)cc1)N1CCSCC1 (centres undefined)	2%	0.1	-1%	3%	-2%	-23%	1%	0%	-11%
COc1ccccc1-n1nc(C(=O)Nc2ccc3c(c2)OCO3)c2ccccc2c1=O	-3%	-0.1	1%	6%	-10%	-17%	-1%	0%	25%
CCS(=O)(=O)N1Cc2ccccc2CC1C(=O)Nc1nc2ccccc2[nH]1 (centres undefined)	6%	-0.2	26%	7%	-11%	-9%	-6%	-1%	4%
CCc1nc2ccc(C(=O)NCc3cc(OC)ccc3OC)cc2nc1CC	-18%	-1.0	31%[activator]	/	-7%	1%[60.1 µM]	0%	0%	-14%
Cc1ccc(C#CC[N+](C)(C)CC#Cc2ccccc2)cc1	-3%	0.1	147%[activator]	?	-19%	0%	3%	?	13%
CCOC(=O)CNc1ccc(OC(F)(F)F)cc1	-2%	0.3	-5%[58.9 µM]	2%	-10%	-16%	-7%	?	15%
Cn1c(C(=O)OC(C(=O)NC2CCCC2)c2ccncc2)cc2sccc21 (centres undefined)	/	0.6	10%	2%	?	-1%	-3%	-4%	18%
COc1cccc(CNC(=O)COC(=O)c2ccc(Cl)s2)c1	5%	/	43%[activator]	-7%	/	4%	/	/	-7%
CCC1(C)C2(C#N)C(N)=NC(OC)(OC)C12C#N (centres undefined)	8%	0.4	4%	-2%	-7%	-12%	-1%	5%	1%
Oc1ccccc1-c1nc2ccc(Cl)cn2c1Nc1ccc2c(c1)OCCO2	-2%	0.4	15%	/	5%	1%	-6%	16%	-18%

In a second layout: entries from further up
Under each structure – ERG Ets-DNA blk | TRHR agonist | POLI inh | APE1 inh | Anesthetic bind | POLK inh | BLM helicase inh | POLB inh | ALOX12 inh
Cc1ccc(C#CC[N+](C)(C)CC#Cc2ccccc2)cc1
  -3% | 0.1 | 147%[activator] | ? | -19% | 0% | 3% | ? | 13%
Cn1c(C(=O)OC(C(=O)NC2CCCC2)c2ccncc2)cc2sccc21 (centres undefined)
  / | 0.6 | 10% | 2% | ? | -1% | -3% | -4% | 18%

Following part
SMILES	ERG Ets-DNA blk	TRHR agonist	POLI inh	APE1 inh	Anesthetic bind	POLK inh	BLM helicase inh	POLB inh	ALOX12 inh
O=C(Nc1ccc2nn(-c3ccccc3)nc2c1)c1ccc(Br)o1	-9%	-1.0	?	-4%	3%	?	-19%	20µM*	-20%[57.4 µM]
Cc1ccc2[nH]c(=O)c(CN(CCCN3CCOCC3)C(=O)Nc3ccc(Cl)cc3)cc2c1	-25%	-0.6	7%	11%	-5%	-2%	-8%	36%	34%
Cc1ccc(S(=O)(=O)Nc2ccccc2CNc2ncc(Br)cc2Br)cc1	8%	0.1	24%	-7%	-15%	-20%	-6%	-7%	0%
O=C(CSc1ccsc1[N+](=O)[O-])NCCc1ccc(Cl)cc1	-11%	-0.2	11%	-2%	-11%	-17%	-7%	-21%	0%
Cn1ccsc1=NC(=O)c1ccc([N+](=O)[O-])o1	3%	-1.3	25µM*	3%	-7%	?	-2%	8%	-24%
COc1ccc(CCNC(=O)COC(=O)c2ccc([N+](=O)[O-])o2)cc1	19%	-0.7	?	-24%	/	-9%	/	/	-26%
N#Cc1ccc(C(=O)OCC(=O)NC(=O)NC2CCCCC2)cc1	/	0.0	-9%	34%	/	-19%	/	/	-22%
O=C(ONC1=NCCCCC1)c1cccc([N+](=O)[O-])c1	3%	0.1	-20%	-1%	-10%	1%	-1%	5%	23%
CCCCOC(=O)c1ccc(NC(=O)c2sc3nc(C)cc(C)c3c2N)cc1	6%	-0.7	12%	/	113%[activator]	1%	-7%	2%	-28%
O=C(Nc1ccc2oc(-c3ccccc3)nc2c1)c1ccc2ccccc2c1	0%	1.4	27%	/	-12%	-8%	-4%	4%	-16%
Cc1c(C)c2c(OCC(=O)NCC(=O)NCC(=O)O)cc3c(c2oc1=O)CCC(C)(C)O3	-4%	0.5	17%	-11%	-4%	2%	-5%	22%	0%
CN(C)Cc1nc2ccccc2c(=O)n1Cc1nc(C(C)(C)C)cs1	-8%	0.7	46%[activator]	1%	-13%	-3%	-1%	0%	18%
CC(C)C[C@H](NC(=O)OC(C)(C)C)C(=O)N[C@@H](CO)[C@H](O)[C@@H]1C[C@@H]1C(=O)NC1CC1	2%	0.4	17%	28%	0%	-4%	-2%	1%	20%
CC(C)CCN1CCN(Cc2cccn2-c2nccs2)CC1CCO (centres undefined)	2%	1.7	-5%	-15%	-3%	8%[60.1 µM]	-4%	-2%	-25%
Cc1cccc(Sc2c([N+](=O)[O-])ncn2C)n1	7%	0.7	10%	1%	-6%	-8%	0%	11%	0%
COc1ccc(N2C(=O)CS(=O)(=O)C23C(=O)N(Cc2c(F)cccc2Cl)c2ccccc23)cc1 (centres undefined)	5%	0.5	3%	/	-12%	-3%	-2%	-1%	-2%
Cc1ccc(SCc2ccc(C(=O)Nc3ccccc3Br)cc2)cc1	0%	1.0	12%	-3%	-7%	-19%	-1%	20%[57.1 µM]	-3%
COc1ccccc1NC(=O)c1ccc(NC(=O)c2nc3nccc(C)n3n2)cc1	12%	0.2	28%	-11%	/	14%	/	/	-6%
CC(OC(=O)CCc1c[nH]c2ccccc12)C(=O)c1ccccc1 (centres undefined)	5%	-0.7	148%[activator]	-5%	?	-2%	-13%	?	?
